Assay outcomes (PubChem)
BH1578 lux ind – quorum light induction in luxS cqsA deficient V. cholerae | V. cholerae BH1578 lux reporter, luminescence, 6 h | 350,000 compounds, 0.16% hits | activation, % at 18.7 µM; in the data active = activation mostly above about 9.7%, no sharp cut-off; also: not every result past the cut was called active; inactives centre near 0; reference of the scale not given here
SSB-PriA inh – K. pneumoniae PriA-SSBct interaction inhibition; AlphaScreen SSBct-PriA binding, biotinylated peptide; 430,000 compounds, 0.6% hits; inhibition, % at 33 µM; in the data active = inhibition mostly above about 37%, no sharp cut-off; inactive = mostly below about 20%;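 also: plate controls were negative control peptide for no effect and reference peptide for full effect; strong numbers were not always called active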
Y pestis TopoI – Y. pestis Topo-I inhibition via cleavage products | 360,000 compounds, 0.064% hits | activity, % at 10 µM | Y. pestis Topo-I cleavage product accumulation, plate reader | AID 504884; in the data active = activity above about 50%, passing the limit was not always enough; also: inactives centre near 2
SARS 3CLpro inh – SARS-CoV 3CLpro protease inhibition; inhibition, % at 6 µM; recombinant SARS-CoV 3CLpro, quenched FRET peptide cleavage; AID 1706; P0C6X7; 290,000 compounds, 0.14% hits; in the data active = inhibition above about 12%
TcdB inh – blocks C. difficile toxin B glycohydrolase activity | AID 652162 | TcdB glycohydrolase enzymatic assay, plate reader | P18177 | 350,000 compounds, 0.24% hits | inhibition, % at 9.99 µM; in the data active = inhibition above about 10%
PrPC TRFRET – reduces human prion protein on the cell surface | cell surface PrPC, TR-FRET read-out | 370,000 compounds, 0.43% hits | inhibition, % at 13.8 µM; in the data active = inhibition above about 24%; also: 0% = median of the test wells and 100% = reference compound wells
BoNT A protease – inhibitors of Botulinum neurotoxin A light chain protease | multiplex microsphere protease substrate cleavage, flow cytometry | 360,000 compounds, 0.17% hits | inhibition, % at 10 µM | AID 588499; also: plate controls were buffer without enzyme for full effect and enzyme alone for no effect
PfHsp40 yeast – rescue of PfHsp40-mediated yeast toxicity. S. cerevisiae expressing PfHsp40, growth rescue, ATP luminescence. 340,000 compounds, 0.68% hits. growth rescue, % at 12.5 µM; in the data active = growth rescue above about 28%, passing the limit was not always enough;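 also: yeast W303a lacking pdr1 and pdr3 grown in galactose medium; growth measured after three days at 30 °C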
Anthrax LF inh2 – inhibitors of Bacillus anthracis lethal factor protease | P15917 | multiplex microsphere protease cleavage assay, LF | inhibition, % at 10 µM | 360,000 compounds, 0.12% hits; also: plate controls were buffer without enzyme for full effect and enzyme alone for no effect
Target sequence (P15917 whole entry, looked up): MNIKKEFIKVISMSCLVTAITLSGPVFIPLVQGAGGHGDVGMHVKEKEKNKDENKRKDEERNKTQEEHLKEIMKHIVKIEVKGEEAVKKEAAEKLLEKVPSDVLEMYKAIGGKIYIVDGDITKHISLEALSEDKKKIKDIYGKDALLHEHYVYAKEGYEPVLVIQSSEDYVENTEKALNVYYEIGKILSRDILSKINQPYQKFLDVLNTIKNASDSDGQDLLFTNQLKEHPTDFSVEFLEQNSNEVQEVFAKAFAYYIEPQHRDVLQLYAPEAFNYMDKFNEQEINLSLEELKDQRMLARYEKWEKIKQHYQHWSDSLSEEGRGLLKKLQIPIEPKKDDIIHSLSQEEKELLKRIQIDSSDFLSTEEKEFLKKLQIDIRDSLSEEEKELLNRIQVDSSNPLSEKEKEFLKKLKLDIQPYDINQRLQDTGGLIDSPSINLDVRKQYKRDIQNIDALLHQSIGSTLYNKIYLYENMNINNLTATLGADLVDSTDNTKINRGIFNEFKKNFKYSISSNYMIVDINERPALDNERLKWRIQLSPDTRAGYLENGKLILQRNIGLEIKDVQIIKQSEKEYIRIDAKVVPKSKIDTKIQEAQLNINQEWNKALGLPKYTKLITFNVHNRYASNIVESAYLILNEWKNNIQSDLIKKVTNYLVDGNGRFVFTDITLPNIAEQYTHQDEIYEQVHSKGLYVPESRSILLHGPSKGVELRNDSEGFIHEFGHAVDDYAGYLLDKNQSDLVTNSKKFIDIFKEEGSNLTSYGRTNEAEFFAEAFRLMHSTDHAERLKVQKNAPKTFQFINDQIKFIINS
* marks the source's active call; other numbers are inactive results; i = inactive; . = not tested or not shown; & = joins results of further samples. Rule as the data show it, unless noted: active = inhibition above about 30%; inconclusive = no clear call, values can overlap the other calls; inactive = below that. The list is partial; rates above refer to the full screens.

Below each compound: Y pestis TopoI	TcdB inh	SSB-PriA inh	BoNT A protease	PfHsp40 yeast	BH1578 lux ind	Anthrax LF inh2	SARS 3CLpro inh	PrPC TRFRET
Cc1ccc(NC(=O)c2ccc(CSc3ccccn3)cc2)cc1
  35.1	.	-8.4	-1.1	-0.6	i	3.1	-1.2	-7.2
CNCC(O)CN(c1ccccc1)c1ccccc1 (stereo not given)
  0.6	0.2	-2.0&32.1	0.1	-1.3	i	-3.1	-3.4	-9.8
O=C(NCCN1CCN(c2ccc([N+](=O)[O-])cc2)CC1)NCc1ccccc1
  -6.6	0.2	4.8	-4.6	1.1	-0.8	12.7	-7.7	-4.7
COc1ccc(Br)cc1CN1CCN(C(=O)c2cccc(F)c2)CC1
  24.8	1.1	-1.0	-6.0	0.6	-0.5	-14.9	-3.5	-2.6
CCCCNC(=O)c1ccc(NC(=O)CC2SC(N3CCCC3)=NC2=O)cc1 (stereo not given)
  4.3	-1.4	-3.1	-0.3	-0.9	-3.1	-0.2	.	3.6
S=C(NCc1ccco1)NC1CCCc2ccccc21 (stereo not given)
  2.0	-0.6	1.7	1.9	-0.3	i	-3.2	1.8	10.9
COc1ccccc1S(=O)(=O)Cc1ccc(C(=O)NCC2CCCO2)o1 (stereo not given)
  2.4	1.2	2.1	0.0	0.2	0.6	1.4	2.1	0.3
CCOc1ccc(/C(O)=C2\C(=O)C(=O)N(CCN(C)C)C2c2cccc(OC)c2OC)cc1Cl (stereo not given)
  -10.9	.	.	0.3	-1.3	7.1	-3.6	0.1	-3.1
C[C@@H]1COC(=O)[C@H](Cc2ccc(F)cc2)CC/C=C\C[C@@H](CC(=O)NCCO)C(=O)N1
  -7.8	1.1	-4.6	0.2	0.4	-7.1	2.3	.	5.1
COc1cc(NC(=O)c2c(F)c(F)c(OC)c(F)c2F)ccc1NC(=O)c1cccs1
  -1.7	2.1	5.1	-4.3	-0.2	-0.9	-3.4	0.6	-5.4
O=C(COC(=O)c1cccc(Cl)c1Cl)NCc1cccs1
  9.8	0.8	-19.7	-0.4	0.1	0.8	-5.8	.	4.4
O=C(NCC1CC1)c1ccccc1Cl
  9.6	-0.1	-1.5	1.2	0.2	i	18.0	-2.4	-0.9
CCn1c(=O)c(C(=O)NNS(=O)(=O)c2ccc(NC(=O)OC)cc2)c(O)c2ccccc21
  6.5	1.0	4.6	-2.5	0.6	-0.5	-7.6	0.1	3.0
CCCCCC(=O)NNC(=O)Nc1ccccc1
  -3.5	.	3.4	0.8	0.3	-0.3	-1.5	0.5	-6.4
Cc1sc(N)nc1-c1ccccc1
  -5.9	2.1	5.8&4.0	-1.0	-0.5	i	-12.3	1.4	3.4
CC(=O)N/N=C(\C)CC(=O)Nc1cccc2c1CCCC2
  8.3	0.5	.	-0.9	-0.3	-0.4	-5.8	-0.1	4.6
COc1ccccc1N1CCN(C(=S)Nc2ccc(F)cc2)CC1
  -0.4	0.0	-1.8	-1.1	-0.5	-0.4	-8.9	2.3	10.6
O=C(OC(C(=O)NC1CCCC1)c1cccnc1)C1=Cc2ccccc2OC1 (stereo not given)
  7.4	.	-13.3	1.2	2.5	i	9.9	-2.8	2.1
CCOP(=O)(OCC)C(O)c1cc(OC)c(OC)c(OC)c1 (stereo not given)
  0.7	0.2	-9.6	0.4	0.4	-0.3	-0.9	2.3	2.7
COc1ccc(C(=O)NC2CC2)cc1OC1CCN(Cc2ccc(F)cc2Cl)CC1
  33.3	1.2	9.2	-0.4	-0.9	-0.7	-6.3	2.0	-4.3
CC(C)(C)OC(=O)C[C@H]1C/C=C\C[C@H](CC(=O)N[C@H](CO)Cc2ccccc2)C(=O)N2CCC[C@H]2COC1=O
  16.3	0.4	.	0.1	-0.2	-3.1	6.9	.	-0.3
O=C(Nc1nccs1)c1ccc(Br)c(S(=O)(=O)N2CCCC2)c1
  4.2	-0.5	-7.8	2.1	-1.8	-0.4	2.3	2.1	-0.4
Cn1c(-c2ccccn2)[n+](C)c2ccccc21
  -1.8	1.2	8.0	0.2	-0.7	-1.3	-5.7	-0.9	-2.6
Cc1ccc(S(=O)(=O)N(Cc2ccccc2)c2ccccc2C(=O)NCc2ccco2)cc1
  -8.0	0.4	16.8	0.1	-0.7	i	2.2	-0.7	-8.5
Cc1[nH]c2ccc(F)cc2c(=O)c1SC(F)(F)C(F)C(F)(F)F (stereo not given)
  -1.3	.	-20.4	2.3	-0.1	1.6	1.8	3.4	2.7
C#CCOCCOCCOCCNc1nc(N2CCOCC2)nc(N2CCN(C(=O)[C@H]([C@@H](C)CC)n3cc([C@@H](N)CC(C)C)nn3)CC2)n1
  21.7	0.6	7.9	0.3	1.1	i	3.3	-1.7	0.4
Cc1ccc(-n2c3c(cc(C(=O)N4CCN(C)CC4)c2=O)C(=O)CC(C)(C)C3)cc1
  -5.4	.	-4.8	-0.3	-1.2	-0.3	-5.8	1.8	-2.4
Cc1cc(C(=O)CSc2nnc(N)s2)c(C)n1C1CC1
  0.2	-0.5	7.0	.	-0.4	-0.3	.	.	4.0
CC(C(=O)OCC(=O)c1c(N)n(C)c(=O)n(C)c1=O)N1C(=O)c2ccccc2C1=O (stereo not given)
  2.5	14.2*	-2.5	-1.3	-0.7	i	-5.9	-2.1	6.2
CNC(=S)N(Cc1ccc2c(c1)OCO2)C1CC(=O)N(c2ccccc2)C1=O (stereo not given)
  -1.4	3.3	-11.8	-0.4	-0.1	i	-3.8	2.1	4.0
COc1ccc(N(Cc2ccccc2)S(=O)(=O)c2cccc(C(=O)NC3=NCCS3)c2)cc1
  6.1	.	-1.1	0.2	-0.3	-0.5	-5.1	4.1	8.6
COCCOC1CCN(C(=O)C2CCC(=O)N(CCc3ccc(OC)cc3)C2)CC1 (stereo not given)
  -7.4	0.2	-2.4	2.2	-0.5	-7.1	2.4	-3.0	-7.0
CCCc1cc2c(=O)c(-c3ccc4c(c3)OCCO4)c(C)oc2cc1OS(C)(=O)=O
  4.5	.	-2.6	0.2	1.1	-0.3	-5.9	3.1	12.5
COc1ccc(C(C)=O)c2c(O)cccc12
  0.4	.	4.5	0.0	-0.9	i	1.2	-0.1	3.7
Cc1cc(C)nc(N2CCCC(C(=O)Nc3cccc(Cl)c3)C2)n1 (stereo not given)
  0.1	1.2	-4.0	-2.9	0.0	-4.0	-4.9	2.2	10.8
COc1nc(NCc2ccco2)nc(NC2CCCCC2)n1
  4.4	.	9.0	-0.5	-0.9	-0.3	-2.8	2.4	5.6
CCN(CC)C(=O)Oc1ccc(Br)cc1C(=O)Nc1ccc(F)cc1F
  3.6	-6.4	-18.0	-1.2	-1.0	-0.7	-23.6	-1.4	3.3
CN(C)S(=O)(=O)Oc1ccsc1C(=O)Nc1ccc(Cl)cc1
  -8.8	.	-31.4	-0.2	7.6	i	-3.0	3.2	9.1
Clc1cc2nc3ccccn3c2cc1Cl
  5.4	.	-20.4	0.3	151.8*	-2.8	-2.0	-5.8	3.2
NC(=O)c1ccc(NC(=O)COC(=O)c2ccc(Br)o2)cc1
  -0.4	1.0	1.0	-0.7	-1.4	i	-0.1	.	-6.7
O=C(CSc1cn(Cc2cccc(F)c2)c2ccccc12)NCc1ccc(F)cc1
  17.2	2.8	-10.4	0.3	1.2	-0.8	-1.8	4.6	-5.5
Cc1cccc(C(=O)NCCN(C)C)c1
  2.0	.	-5.6	0.7	2.1	i	-1.7	0.0	-2.9
C=CC[C@H](CC(=O)N(CCO)Cc1ccccc1)C(=O)NC[C@H](OC(=O)[C@@H](CC=C)Cc1ccc(F)cc1)c1ccccc1
  14.2	-0.9	-3.7	-0.5	17.7	-0.4	-6.0	.	1.5
CC(C)c1nc(SCC(=O)N2CCCc3ccccc32)c2c(=O)n(C)c(=O)n(C)c2n1
  38.8	1.0	-1.6	-1.2	0.4	i	-0.4	-1.1	2.0
CC(=O)C(Cc1ccccc1)NC(=O)CN1CCc2ccccc2C1 (stereo not given)
  42.9	-0.5	2.5	2.2	0.4	i	-7.4	-1.2	-3.1
CCCn1nnnc1NC(=O)c1cc(Br)ccc1OC
  5.8	2.2	-25.0	0.2	0.5	3.3	-0.7	3.2	1.5
O=C(Nc1cc(S(=O)(=O)Nc2ccc(Cl)cc2)ccc1N1CCCCC1)c1ccc(F)cc1Cl
  27.6	-0.5	-9.3	-0.3	2.6	-0.4	-1.9	5.8	4.6
CC(C)COC(=O)N(C)C[C@@H]1OCc2cn(nn2)CCCC(=O)N([C@@H](C)CO)C[C@H]1C
  -0.5	1.8&-0.4&-1.6	.	-0.2	.	-0.4	3.4	.	-0.6
CC(/C=N/NC(=O)c1ccc(Cn2cc([N+](=O)[O-])cn2)o1)=C\c1ccccc1
  14.2	0.9	.	0.2	-0.2	i	1.5	-0.2	-17.7
Cn1cccc1/C=N/NC(=O)Cc1cccs1
  3.1	1.0	i	-0.7	.	i	43.0*	1.2	-1.9
Cn1c2ccccc2c(=O)c2cc(C#Cc3ccccn3)ccc21
  30.3	-0.1	-8.5	3.9	0.0	-10.0	1.6	-3.1	-3.1
Cc1ccc(C)c(N(CC(=O)NC2CCCCC2)C(=O)c2csnn2)c1
  10.5	2.1	-1.7	-0.6	-0.6	-0.4	-3.7	7.0	-0.7
CC(C)c1onc(C(=O)N2CCCCC2C)c1[N+](=O)[O-] (stereo not given)
  2.6	.	-14.9	0.6	1.1	-0.5	3.1	0.6	-8.1
CC(C)CN(C(=O)CN1CCN(S(=O)(=O)c2ccccc2)CC1)c1c(N)n(CC(C)C)c(=O)[nH]c1=O
  -6.8	0.5	-11.1	-2.5	0.1	-0.4	-11.8	0.0	6.7
CS(=O)(=O)N1CCN(C(=O)c2cc(-c3ccncc3)nc3ccc(Cl)cc23)CC1
  -2.5	.	-7.9	0.5	0.4	-0.3	-0.2	-0.8	-5.0
NC(=O)c1ccccc1Br
  -2.3	0.3	7.4	0.1	0.1	i	-7.4	-4.3	-0.9
O=C(NCc1ccncc1)c1ccc(Cl)c(S(=O)(=O)N2CCOCC2)c1
  4.5	.	0.9	-0.2	-1.3	-0.3	-4.3	1.8	-2.5
Cc1cc(C)n(-c2nnc(C)n2/N=C/c2ccccc2OCc2ccccc2Cl)n1
  40.1	.	.	-0.5	1.0	i	-2.7	7.1	-2.0
COc1ccc([C@@H]2[C@@H]3C(=O)N(C(C)(C)C)C(=O)[C@@H]3[C@]3(Cc4ccc(Cl)cc4)C(=O)N(c4ccc(OC)cc4)C(=O)N23)cc1
  3.3	0.1	6.0	0.1	0.1	-0.4	2.4	.	3.7
CN(C)C(=O)OCC1COc2ccccc2O1 (stereo not given)
  10.0	-0.6	-2.4	-2.2	0.3	-0.3	0.9	-2.9	-0.3

Other results:
Below each compound: Y pestis TopoI	TcdB inh	SSB-PriA inh	BoNT A protease	PfHsp40 yeast	BH1578 lux ind	Anthrax LF inh2	SARS 3CLpro inh	PrPC TRFRET
Cc1ccc(CNC(=O)C(C)OC(=O)c2cccs2)cc1 (stereo not given)
  3.3	.	-9.0	-0.6	0.7	i	-5.4	4.3	3.9
COc1ccc(-n2c(=O)c3ccccc3n(CC(=O)NC3CCCCC3)c2=O)cc1OC
  -7.6	1.2	-0.2	-1.4	-0.8	0.4	3.8	3.0	6.4
COC(=O)[C@@H]1C[C@H]2CC[C@H](O)C[C@H]2N1Cc1ccc(-c2ccccc2)cc1
  16.4	0.6	2.5	0.3	14.1	-5.2	-5.2	.	5.5
CCOc1ncccc1C(=O)NNC(=O)c1cccc(S(=O)(=O)N2CCOCC2)c1
  5.4	-0.6	2.6	.	0.0	i	.	.	-1.1
